Apaf-1 inh – inhibitors of human Apaf-1 apoptosome; O14727; reconstituted apoptosome caspase-3 activity, DEVD-Rh110 fluorescence; inhibition, % at 20 µM; hit rate 0.71% among 330,000; active = inhibition of at least 40% at 20 µM;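 note: plate controls were DMSO wells for no effect and DEVD-CHO caspase inhibitor wells for full effect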
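Material: cell-free apoptosome with Apaf-1, procaspase-3 and caspase-9; Buffer or medium: Hepes pH 7.5 with detergent and BSA; Reagent: cytochrome c trigger plus (Z-DEVD)2-Rh110 caspase-3 substrate; Times: compound with Apaf-1, dATP, procaspase-3 30 min, then 50 min reaction, room temperature; Technique: Rh110 fluorescence intensity.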
SENP8 block-1 – blocks the human protease SENP8. purified SENP8, Z-RLRGG-aminoluciferin cleavage, luminescence. inhibition, % at 10 µM. hit rate 1.2% among 330,000. Q96LD8. AID 2540; in the data active = inhibition above about 50%
Target sequence (Q96LD8 whole entry, looked up): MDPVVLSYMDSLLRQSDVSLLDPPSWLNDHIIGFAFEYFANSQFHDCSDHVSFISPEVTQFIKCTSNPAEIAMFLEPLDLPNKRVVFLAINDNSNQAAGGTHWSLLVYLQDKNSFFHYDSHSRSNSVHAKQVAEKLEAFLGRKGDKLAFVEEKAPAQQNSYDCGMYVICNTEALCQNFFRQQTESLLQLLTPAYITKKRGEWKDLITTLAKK
SENP7 inh – blocks the human protease SENP7; AID 434973; inhibition, % at 5 µM; hit rate 1.5% among 330,000; recombinant SENP7, Z-RLRGG-aminoluciferin luminescence, 40 min; Q9BQF6;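 active = inhibition above about 50% at the single test dose, limit read from the data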;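 note: plate controls were DMSO with enzyme for no effect and no enzyme buffer wells for full effect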
Target sequence (Q9BQF6 706-1050 limits assumed): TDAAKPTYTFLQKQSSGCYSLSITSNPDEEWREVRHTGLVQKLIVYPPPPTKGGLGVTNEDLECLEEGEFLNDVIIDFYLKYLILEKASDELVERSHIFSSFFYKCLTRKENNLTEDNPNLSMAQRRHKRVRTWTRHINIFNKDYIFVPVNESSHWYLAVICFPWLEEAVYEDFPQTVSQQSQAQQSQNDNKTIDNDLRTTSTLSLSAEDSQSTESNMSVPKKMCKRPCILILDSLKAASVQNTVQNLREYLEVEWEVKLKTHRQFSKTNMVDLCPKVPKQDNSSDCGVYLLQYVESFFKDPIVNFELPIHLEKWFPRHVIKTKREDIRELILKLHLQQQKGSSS
SENP6 inh – inhibitors of human SENP6 protease; hit rate 1.8% among 330,000; Q9GZR1; Recombinant SENP6 catalytic domain, aminoluciferin luminescence; inhibition, % at 10 µM;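 active = inhibition above about 50% at the single tested dose, limit read from the data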;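 note: plate controls were DMSO wells with enzyme for no effect and DMSO wells lacking enzyme for full effect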
Target sequence (Q9GZR1 628-1112 limits assumed): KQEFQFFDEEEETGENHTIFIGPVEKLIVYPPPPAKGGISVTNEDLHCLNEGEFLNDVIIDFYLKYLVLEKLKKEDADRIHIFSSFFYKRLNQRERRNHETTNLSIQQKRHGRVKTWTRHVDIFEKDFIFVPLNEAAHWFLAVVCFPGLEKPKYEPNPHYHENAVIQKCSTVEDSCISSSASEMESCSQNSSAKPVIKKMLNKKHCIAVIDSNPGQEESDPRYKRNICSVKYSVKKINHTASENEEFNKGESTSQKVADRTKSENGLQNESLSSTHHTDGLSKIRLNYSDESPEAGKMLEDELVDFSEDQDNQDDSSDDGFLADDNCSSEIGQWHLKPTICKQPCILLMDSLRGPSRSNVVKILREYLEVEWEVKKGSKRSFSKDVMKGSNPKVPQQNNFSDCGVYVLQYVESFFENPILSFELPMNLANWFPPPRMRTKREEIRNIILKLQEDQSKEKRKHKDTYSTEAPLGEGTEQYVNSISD
SENP8 block-2 – SENP8 (human) protease inhibition; Q96LD8; recombinant SENP8, Nedd8 substrate fluorescence; inhibition, % at 20 µM; hit rate 0.64% among 360,000; AID 602440; in the data active = inhibition mostly above about 40%, no sharp cut-off; inactive = mostly below about 27%
PfGluPho inh – PfG6PD (Plasmodium falciparum) enzyme inhibition. inhibition, % at 20 µM. hit rate 0.78% among 350,000. PfGluPho enzyme, NADPH resazurin-diaphorase fluorescence;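 active = inhibition reaching at least a set limit at 20 µM in the primary screen, cut at about 59% in these data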;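 note: 0% = DMSO wells with substrate and 100% = DMSO wells lacking glucose-6-phosphate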
SENP1 inh – SENP1 (human) catalytic domain inhibition | recombinant SENP1 catalytic domain, CyPet-SUMO1-YPet FRET cleavage | inhibition, % at 10 µM | hit rate 0.21% among 360,000 | AID 624204;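 active = inhibition at least 30% at 10 µM, raw YFP signal under a set limit, fluorescence ratio 0.5 to 1.5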;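 note: 0% = enzyme with DMSO and 100% = no enzyme wells; some results filed as inactive read as strong as hits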
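System: Recombinant human SENP1 catalytic domain, His6-tagged | Incubation: Enzyme reaction for 50 min at room temperature, dark | Medium: Tris pH 8 with BME, BSA, NP40 and catalase | Also added: 25 nM SUMO1 FRET substrate | Compound: 10 µM single point, 0.5% DMSO | Measured by: FRET fluorescence in CFP and YFP emission channels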
HKDC1 inhibitor – blocks human hexokinase HKDC1 activity | Q2TB90 | recombinant HKDC1, G6PDH/diaphorase resazurin coupled fluorescence | inhibition, % at 20 µM | hit rate 0.16% among 340,000 | AID 493160;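 active = inhibition above about 35% when tested at 20 µM, limit read from the data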;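 note: plate controls were DMSO wells with enzyme for no effect and DMSO wells lacking enzyme for full effect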
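Test system: HK5 enzyme. Quantity: 5 µg/mL HK5 final. Reagent: glucose and ATP substrates. Schedule: 90 min reaction incubation at room temperature, dark. Technique: resazurin-to-resorufin fluorescence via G6PDH and diaphorase coupling, 525/613 nm. Control set: DMSO wells with and without enzyme mix.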
* = called active by the depositor; / = no result given.

cpd	mol	Apaf-1 inh	SENP8 block-1	SENP7 inh	SENP6 inh
1	CC1(C)C=C2C(=NN(c3ccccc3)C(N)=C2C#N)CO1	47*	36	10	24
2	CC(=O)N1CCN(C(=O)CCc2cc(C(C)(C)C)c(O)c(C(C)(C)C)c2)CC1	5	2	16	6
3	O=C(CN1CCN(C(=O)c2cccs2)CC1)NC1CCCCC1	7	-6	-2	-1
4	Cc1ccccc1NC(=O)CCS(=O)(=O)c1ccc(Br)s1	-6	-11	-4	-2
5	COc1ccc(S(=O)(=O)NCC(=O)O)cc1C(=O)NC1CCCCC1	0	-2	5	10
6	COc1cc(C(=O)NC(=S)Nc2ccccc2N2CCCC2)cc(OC)c1OC	39	6	-4	31
7	O=C(Cn1ncc2c3ccccc3n(Cc3ccccc3F)c2c1=O)NCCCN1CCCC1=O	8	-13	-9	-2
8	Cc1cccc(N2CC34C=CC(O3)C(C(=O)O)C4C2=O)c1 (stereo not drawn)	10	-5	-6	-10
9	NS(=O)(=O)c1ccc(NC(=O)COC(=O)c2cnc(Cl)c(Cl)c2)cc1	-4	-5	0	12
10	CC(C(=O)O)N1C(=O)C2C3c4ccccc4C(c4ccccc43)[C@@H]2C1=O (stereo partly drawn)	7	-9	-3	-30
11	COc1ccc2[nH]c(=O)c(CN(C(=O)c3ccncc3)C(C)(C)C)cc2c1	0	-9	2	-21
12	CC1CC(C)CN(CC(O)COCc2ccccc2F)C1 (stereo not drawn)	-2	-2	-6	-10
13	Cc1ccc2cc(S(=O)(=O)NCCCN3CCOCC3)ccc2c1	-5	4	-5	-19
14	Cc1nn(-c2ccccc2)c(C)c1/C=N/n1c(-c2ccc(C(C)(C)C)cc2)n[nH]c1=S	23	-1	1	-5
15	COc1ccccc1C(=O)OCC(=O)NCCNC(=O)COC(=O)c1ccccc1OC	0	2	-1	-8

cpd	SENP8 block-2	PfGluPho inh	SENP1 inh	HKDC1 inhibitor
1	54*	37	-15	17
2	6	-8	1	-6
3	29	13	3	1
4	1	1	1	2
5	13	-12	-1	-16
6	-94	20	-4	3
7	-15	7	-1	2
8	10	-6	0	-6
9	19	-7	2	0
10	14	9	-1	-5
11	-327	-9	-3	3
12	13	-3	3	-6
13	4	8	0	-8
14	22	46	2	0
15	13	10	-1	-3

Carrying on:
cpd	mol	Apaf-1 inh	SENP8 block-1	SENP7 inh	SENP6 inh
16	Cc1cccc(CCNC(=O)CCNS(=O)(=O)c2cc(Br)cnc2N)c1	-9	1	6	4
17	CC(CCc1ccccc1)NC(=O)C1CCN(S(=O)(=O)N2CCCCC2)CC1 (stereo not drawn)	-10	-4	-5	-16
18	COc1ccc(NC(=O)c2cn(-c3ccccc3)nc2-c2cc3ccccc3o2)cc1	6	-3	4	7
19	CCc1cc2cc(C(=O)Nc3ccc(C)cc3)sc2s1	3	5	-2	1
20	COc1ccc(S(=O)(=O)N2CCc3ccccc32)cc1C(=O)Nc1cc(S(C)(=O)=O)ccc1Cl	/	/	/	/
21	COc1ccccc1N1C(=O)c2ccccc2NC1c1cc(OC)c(OC)c(OC)c1 (stereo not drawn)	-9	10	1	-8
22	CC1CCN(C(=O)Nc2cccc(NC(=O)N3CCC(C)CC3)c2)CC1	5	16	1	-17
23	O=C(Nc1cc(C(F)(F)F)ccc1Cl)C(Sc1n[nH]c(=O)[nH]c1=O)c1ccccc1 (stereo not drawn)	8	7	-2	18
24	CCOc1ccc(CCNC(=O)C2CCCN(c3ncnc4c3nc3n4CCCCC3)C2)cc1 (stereo not drawn)	3	6	4	9
25	CC(C)c1ccc(NC(=O)COc2ccc(C3SCCS3)cc2)cc1	-2	0	-9	-6
26	CC(=O)NC(C)c1nc2ccccc2n1Cc1ccccc1F (stereo not drawn)	-1	-6	-3	-14
27	CCn1c(=O)n(CC(=O)NCC2CCCO2)c(=O)c2c3c(sc21)CCCC3 (stereo not drawn)	-3	3	1	5
28	COc1ccc2cc(CCNC(=O)c3cc4ccccc4o3)c(=O)[nH]c2c1	22	-12	8	-8
29	Cc1c(C(=O)NCc2ccccc2)cnn1-c1ccccc1	2	-4	3	-29
30	COc1ccc(CNc2nc(NCc3ccc(OC)cc3)c3ncn(C4CCCC4)c3n2)cc1	22	-9	-10	-9

cpd	SENP8 block-2	PfGluPho inh	SENP1 inh	HKDC1 inhibitor
16	-45	10	2	2
17	9	-6	0	12
18	19	9	-2	0
19	1	-4	0	0
20	-65	-11	2	1
21	-316	-1	-6	-6
22	4	-18	1	-6
23	6	-11	3	0
24	10	7	1	0
25	15	-20	1	-4
26	20	-1	1	-1
27	10	10	1	-3
28	-46	5	0	5
29	27	2	-1	1
30	2	4	0	3

Compounds from the list above with a Cl atom (3):
cpd	mol	Apaf-1 inh	SENP8 block-1	SENP7 inh	SENP6 inh
9	NS(=O)(=O)c1ccc(NC(=O)COC(=O)c2cnc(Cl)c(Cl)c2)cc1	-4	-5	0	12
20	COc1ccc(S(=O)(=O)N2CCc3ccccc32)cc1C(=O)Nc1cc(S(C)(=O)=O)ccc1Cl	/	/	/	/
23	O=C(Nc1cc(C(F)(F)F)ccc1Cl)C(Sc1n[nH]c(=O)[nH]c1=O)c1ccccc1 (stereo not drawn)	8	7	-2	18

cpd	SENP8 block-2	PfGluPho inh	SENP1 inh	HKDC1 inhibitor
9	19	-7	2	0
20	-65	-11	2	1
23	6	-11	3	0

Screen by screen, from the results shown.
SENP6 inh for entries 16 to 23: 4, -16, 7, 1, /, -8, -17, 18

(next part)
cpd	mol	Apaf-1 inh	SENP8 block-1	SENP7 inh	SENP6 inh
31	CCOC(=O)c1c(-c2ccc(C)cc2)csc1NC(=O)C1CC=CCC1C(=O)O (stereo not drawn)	6	8	2	9
32	Cn1c(=O)c2c(ncn2CCc2ccccc2)n(C)c1=O	-6	-12	2	-17
33	COc1ccc2nc(Cl)c(C3CC(c4ccco4)=NN3C(=O)CCCC(=O)O)cc2c1 (stereo not drawn)	3	-3	0	-9
34	O=C1CCN(Cc2ccccc2)C=C1c1ccc2ccccc2c1	23	-6	-4	6
35	Nc1ccc2c(c1)OC1(CCCC1)O2	13	2	12	22
36	CCOC(=O)N1CCN(C(=O)CN(c2ccc(OCc3ccccc3)cc2)S(C)(=O)=O)CC1	-8	-9	2	0
37	COc1cccc(OCc2nc(-c3cccc([N+](=O)[O-])c3)no2)c1	7	-9	-5	-1
38	CC(C)(C)OC(=O)C[C@@H]1C/C=C\C[C@H](CC(=O)N[C@H](CO)Cc2ccccc2)C(=O)N[C@H](Cc2ccccc2)COC1=O	16	10	-2	2
39	CCCCN(C)C(=O)CCC(=O)Nc1ccc2nc(N3CCN(C)CC3)cc(C)c2c1	-17	-3	-4	-23
40	CCOc1ccccc1/C=N/NC(=O)c1cc(C(C)C)[nH]n1	11	0	-8	0
41	CN(C)CCCNCC(=O)Nc1ccccc1N1CCOCC1	12	3	1	1
42	CC1(C)Cc2cccc(OCC(=O)Nc3cc(S(C)(=O)=O)ccc3Cl)c2O1	21	-6	-9	-6
43	O=C(O)c1cccc(-n2cccc2/C=N/O)c1	-4	9	0	7
44	COc1ccc(NC(=O)N(Cc2cc3cc(OC)ccc3[nH]c2=O)CC2CCCO2)cc1 (stereo not drawn)	6	-8	-5	3
45	CS(=O)(=O)Nc1ccc(C(=O)NCc2ccco2)cc1	19	-3	-5	-11

cpd	SENP8 block-2	PfGluPho inh	SENP1 inh	HKDC1 inhibitor
31	11	-31	1	5
32	3	-8	0	-3
33	10	-6	-1	7
34	-16	-3	0	2
35	1	49	-39	15
36	2	4	1	-1
37	13	7	4	-15
38	18	-1	2	-2
39	-429	-5	4	-4
40	4	26	1	-1
41	0	4	0	-4
42	-1	-2	3	-4
43	2	-4	0	4
44	-252	-8	1	-4
45	9	1	0	-7

Sorted by SMILES length (rising): some entries from above
cpd	mol	Apaf-1 inh	SENP8 block-1	SENP7 inh	SENP6 inh
45	CS(=O)(=O)Nc1ccc(C(=O)NCc2ccco2)cc1	19	-3	-5	-11
40	CCOc1ccccc1/C=N/NC(=O)c1cc(C(C)C)[nH]n1	11	0	-8	0
38	CC(C)(C)OC(=O)C[C@@H]1C/C=C\C[C@H](CC(=O)N[C@H](CO)Cc2ccccc2)C(=O)N[C@H](Cc2ccccc2)COC1=O	16	10	-2	2

cpd	SENP8 block-2	PfGluPho inh	SENP1 inh	HKDC1 inhibitor
45	9	1	0	-7
40	4	26	1	-1
38	18	-1	2	-2

(further entries)
cpd	mol	Apaf-1 inh	SENP8 block-1	SENP7 inh	SENP6 inh
46	CCn1c(=O)c(C(=O)Nc2ccccc2C)c(O)c2ccccc21	2	5	-3	-11
47	COc1ccc(-n2c(C)nc3sc4c(c3c2=O)CCC4)cc1	12	-4	-9	-7
48	Cc1cc(C)c(OCCCON2C(=O)CCC2=O)c(Br)c1	-5	0	5	8
49	O=C(COC(=O)CNS(=O)(=O)c1ccc(Br)cc1Cl)NCCc1ccccc1	3	8	-2	-2
50	O=C(CN(C(=O)CNS(=O)(=O)c1ccccc1)c1ccc2c(c1)OCCO2)NCc1ccco1	0	10	3	5
51	COc1ccc2c(c1OC)C(=O)N1c3ccccc3C(=O)N(c3ccccc3)C21 (stereo not drawn)	1	-11	-3	-7
52	COc1cccc(/C=C/c2nc3c(cnn3-c3ccccc3)c(=O)[nH]2)c1	9	-9	-3	0
53	O=C1OCC2=C1C(c1ccccc1)CC(=O)N2c1cccc(F)c1 (stereo not drawn)	6	4	10	-6
54	O=C1C2C3C=CC(C3)C2C(=O)N1CCCCCCN1C(=O)C2C3C=CC(C3)C2C1=O (stereo not drawn)	-9	8	0	11
55	O=C(c1ccc(Cl)cc1Cl)N1CCC(c2nc3c(nnn3Cc3ccco3)c(=O)[nH]2)CC1	15	-4	8	-7
56	CCOC(=O)C(Cc1cc(C(C)=O)ccc1OC(C)C)C(=O)OCC	15	3	9	-17
57	O=c1cc(C(F)(F)F)nc(-c2ccccc2)[nH]1	-12	1	5	2
58	COC(=O)c1ccc(NC(=O)CSc2nc3ccccc3c(=O)[nH]2)cc1	-17	7	3	0
59	COc1ccc(CN(C)S(=O)(=O)c2nnc(NC(=O)c3ccccc3OC)s2)cc1OC	16	2	-14	3
60	Cc1nc(NCCc2ccc(S(N)(=O)=O)cc2)c2c3c(sc2n1)CCC3	-4	7	11	1

cpd	SENP8 block-2	PfGluPho inh	SENP1 inh	HKDC1 inhibitor
46	-27	-7	1	-7
47	1	-15	-2	3
48	13	20	2	5
49	5	-4	0	-4
50	10	-10	2	-2
51	11	9	-10	-5
52	-440	-5	-12	-8
53	23	-4	0	0
54	12	-18	1	-25
55	23	-12	2	-3
56	14	-9	0	-8
57	12	-7	1	-4
58	9	-4	4	-9
59	3	10	-6	0
60	-40	8	-59	0
